MrgX1 PAM = human MrgX1 positive allosteric modulation, primary screen; actives 0.63% (n = 310,000); B-score at 10 µM; Q96LB2; AID 588675; MrgX1-HEK293, Fluo-4 calcium flux, FDSS; hits give high values;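 active = plate-corrected calcium response at least 3 library SD above typical, normal starting fluorescence, not activating the receptor alone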;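 also: compound read alongside a low EC10 to EC30 dose of BAM8-22 agonist; peak minus trough fluorescence over baseline measured at the second addition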
TRPC6 act = activators of mouse TRPC6 channel. HEK293-TRPC6 membrane potential dye fluorescence; hits give high values. B-score at 10 µM. actives 0.13% (n = 310,000). AID 2550;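 active = B-score of the integrated fluorescence ratio above library mean plus 3 SD, and starting fluorescence ratio within library mean plus 5 SD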;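 also: higher score means more depolarization so channel activation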
PolyA inhibitor = blocks polyadenylation in yeast reporter cells; S. cerevisiae SKY197-pL101 polyadenylation reporter, beta-gal luminescence; efflux-impaired pdr1/pdr3 knockout yeast; score 100 = 6 SD above DMSO; calls only at 12 µM; actives 0.02% (n = 300,000);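 active = lowest replicate activity score at least 50, where 100 means six control SD above control mean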;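 also: yeast exposed to compound for 9 h at 30 °C; higher score means more reporter readthrough which indicates perturbed polyadenylation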
TRPC4 PAM = TRPC4 (mouse) allosteric potentiation; actives 0.42% (n = 310,000); B-score at 10 µM; HEK293 TRPC4beta/mu-opioid, DAMGO EC20, Fluo-4 Ca2+ flux; hits give high values; Q9QUQ5;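 active = B-score of calcium response area above 5 SD of library B-scores, with initial fluorescence ratio within 5 SD of library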;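 also: B-score of integrated fluorescence ratio over time as area under calcium response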
Target sequence (Q9QUQ5 whole entry, looked up): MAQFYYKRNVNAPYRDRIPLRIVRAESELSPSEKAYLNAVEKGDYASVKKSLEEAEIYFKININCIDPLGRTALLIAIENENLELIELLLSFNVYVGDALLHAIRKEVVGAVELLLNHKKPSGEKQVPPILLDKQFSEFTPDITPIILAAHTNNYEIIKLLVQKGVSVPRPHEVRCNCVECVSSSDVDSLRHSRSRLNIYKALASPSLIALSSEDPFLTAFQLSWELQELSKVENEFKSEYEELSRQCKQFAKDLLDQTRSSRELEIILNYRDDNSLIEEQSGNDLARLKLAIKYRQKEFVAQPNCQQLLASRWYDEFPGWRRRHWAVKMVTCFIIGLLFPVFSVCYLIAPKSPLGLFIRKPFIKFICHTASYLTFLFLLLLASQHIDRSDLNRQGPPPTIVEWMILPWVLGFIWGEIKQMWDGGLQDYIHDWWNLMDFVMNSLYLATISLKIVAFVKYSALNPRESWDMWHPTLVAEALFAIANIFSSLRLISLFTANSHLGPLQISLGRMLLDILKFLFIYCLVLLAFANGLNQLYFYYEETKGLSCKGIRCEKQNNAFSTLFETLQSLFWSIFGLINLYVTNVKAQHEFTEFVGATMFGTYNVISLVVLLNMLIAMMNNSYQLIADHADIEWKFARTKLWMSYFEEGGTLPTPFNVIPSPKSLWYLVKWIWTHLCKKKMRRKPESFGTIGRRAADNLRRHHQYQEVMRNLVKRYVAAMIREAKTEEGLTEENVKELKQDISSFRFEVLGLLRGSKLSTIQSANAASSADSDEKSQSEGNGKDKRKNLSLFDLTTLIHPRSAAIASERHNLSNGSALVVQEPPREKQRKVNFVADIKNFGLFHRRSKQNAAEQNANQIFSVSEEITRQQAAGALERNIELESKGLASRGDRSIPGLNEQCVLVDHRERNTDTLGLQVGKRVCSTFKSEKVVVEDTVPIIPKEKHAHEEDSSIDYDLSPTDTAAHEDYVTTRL
TRPC6 inhibitor = inhibitors of mouse TRPC6 channel; Q61143; HEK293-TRPC6, membrane potential dye, ACh-evoked depolarization; hits give low values; B-score at 10 µM; actives 1.1% (n = 310,000);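 active = B-score under library mean minus 3 SD, initial fluorescence not abnormally high, positive integrated signal ratio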;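 also: B-score derived from integrated fluorescence ratio over the kinetic read; more negative B-score means stronger inhibition of depolarization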
AI-2 QS modul = modulates the Vibrio harveyi AI-2 quorum sensing system | Vibrio harveyi JMH597 AI-2 luminescence/OD600 ratio, 9 h; hits give low values; strain lacks LuxN and CqsS sensors; 0 = neutral-control median | activity change, % at 7.5 µM | actives 0.4% (n = 300,000) | AID 2094; in the data active = activity change below about -75%, passing the limit was not always enough;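 also: luminescence divided by OD600 gain over 9 h not by final OD600 alone; inactives centre near 13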
MrgX1 antag = human MrgX1 receptor antagonism, primary screen | B-score at 10 µM | Q96LB2 | MRGX1-HEK293 calcium flux, Fluo-4, BAM8-22 antagonism; hits give low values | actives 1.3% (n = 310,000);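 active = calcium-response B-score plate-corrected more than 3 library SD below zero, starting fluorescence within 5 deviations, no agonist response on first addition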;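 also: peak minus trough fluorescence over baseline after final BAM8-22 challenge near maximal dose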
HIF act = HIF pathway transcriptional activation; U2OS HRE-luciferase reporter, luminescence; normalized: DMSO 0%, desferrioxamine 100%; activation, % at 7.5 µM (by protocol); actives 0.32% (n = 300,000); AID 1910;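 active = mean activation of at least 10% of the iron chelator positive control signal, with at least half of replicates also reaching 10%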
TRPC4 block = inhibitors of mouse TRPC4 channel. Q9QUQ5. HEK293 TRPC4beta/mu-opioid, DAMGO-evoked Fluo4 calcium flux; hits give low values. B-score at 10 µM. actives 0.39% (n = 300,000);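 active = B-score over 3 SD under the library average, no early fluorescence shift, positive overall ratio signal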
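Assay system: HEK293 cells with stable TRPC4beta plus mu-opioid receptor expression. Dosing: single dose. Measured by: Fluo4 Ca2+ flux fluorescence. Also added: DAMGO in two steps, submaximal then maximal. Read-out: B score from integrated Fluo4 fluorescence ratio.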
MrgX1 ag = activates human MrgX1 receptor signaling; Q96LB2; B-score at 10 µM; actives 0.44% (n = 310,000); MrgX1-HEK293 cells, Fluo-4 calcium fluorescence, agonist mode; hits give high values; AID 588627;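 active = calcium response B-score plate-corrected fluorescence ratio at least 3 library SD, with starting fluorescence B-score inside 5 SD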
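times = overnight plating, then 30 min 37 °C plus 30 min room-temperature dye loading | assay system = stable human MrgX1 HEK293 cell line | input = fifteen thousand cells per well | signal = kinetic calcium dye fluorescence, Fluo-4 NW | dosing = compound delivered in addition one of three | read-out = B-scored fluorescence response ratio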
TRPC4 agonist = opens the mouse TRPC4 cation channel | HEK293 TRPC4beta/mu-opioid, Fluo4 calcium fluorescence; hits give high values | B-score at 10 µM | actives 0.49% (n = 310,000) | AID 2237;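 active = B-score above 5 SD of library B-scores, and initial fluorescence ratio not above library mean plus 5 SD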;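 also: positive B-score marks a calcium rise read as TRPC4 activation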
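Test system: HEK293 cells stably co-expressing mouse TRPC4beta and mu-opioid receptor | Schedule: Fluo4 dye loading 45 min at room temperature, 110 s recording | Measured by: Kinetic Fluo4 calcium fluorescence, 5 s baseline at 1 Hz | Evaluation: B score of integrated ratio | Controls: Buffer (low) and maximal DAMGO (high)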
The depositor's hits bear a star; i = inactive; x = no result given.

SMILES	MrgX1 PAM	TRPC6 act	PolyA inhibitor	TRPC4 PAM	TRPC6 inhibitor	AI-2 QS modul	MrgX1 antag	HIF act	TRPC4 block	MrgX1 ag	TRPC4 agonist
CC(C)COC(=O)C(C)Nc1n[nH]c(=S)[nH]c1=O (configuration not stated)	i	i	i	i	i	4	i	0.0	i	i	i
CCC(C)Sc1nc2ccccc2c(=O)[nH]1 (configuration not stated)	i	i	i	i	i	64	i	-0.9	i	i	i
CCOC(=O)CC1C(=O)NCCN1Cc1cccs1 (configuration not stated)	i	i	i	i	i	4	i	-0.1	i	i	i
COc1ccc(/C=N/NC(=O)c2ccoc2C)cc1COc1ccc(Cl)cc1	i	i	i	i	i	58	i	1.6	i	i	i
CCN1C(=O)[C@@H]2[C@@H](c3ccc(-c4ccc(Cl)c(Cl)c4)cc3)N3CCCC[C@@]3(C(=O)OC)[C@@H]2C1=O	i	i	i	i	i	15	i	-0.1	i	i	i
O=C(O)C1CCCN(S(=O)(=O)c2cccs2)C1 (configuration not stated)	i	i	i	i	i	12	i	0.5	i	i	i
Cc1ccc(C2CC(c3cccs3)=NN2C(=O)c2ccco2)o1 (configuration not stated)	i	i	i	i	i	27	i	0.4	i	i	i
COc1ccccc1N=C1SC(C(=O)Nc2ccc(F)cc2)CC(=O)N1C (configuration not stated)	i	i	i	i	i	19	i	-0.5	i	i	i
COc1ccc(-c2ccc(-c3nnn(CC(C)=O)n3)cc2)cc1	i	i	i	i	i	5	i	1.6	i	i	i
CCCNC(=O)NC(=O)CSc1ccc(C)cc1C	i	i	i	i	i	23	i	0.1	i	i	i
COc1cc(NC(=O)CSc2ncccc2C(=O)OC(C)C)cc(OC)c1	i	i	i	i	i	3	i	0.4	i	i	i
COc1ccc(/C=C/C(=O)OCC(=O)Nc2ccc(N3CCOCC3)cc2)cc1	i	i	i	i	i	16	i	-1.6	i	i	i
CCOc1ccc(NC(=O)C2CC(C)=C(C)CC2C(=O)O)cc1 (configuration not stated)	i	i	i	i	i	0	i	-0.1	i	i	i
O=[N+]([O-])c1ccccc1S(=O)(=O)N1CCN(Cc2ccccc2)CC1	i	i	i	i	i	19	i	0.6	i	i	i
Cc1ccc(NC(=S)Nn2cnnc2)cc1	i	i	i	i	i	11	i	0.2	i	i	i
Cn1c(=O)c2c(SCC(=O)N3CCOCC3)nc(C3CC3)nc2n(C)c1=O	i	i	i	i	i	21	i	-0.1	i	i	i
CCCCOC(=O)CNc1n[nH]c(=S)[nH]c1=O	i	i	i	i	i	15	i	x	i	i	i
Cc1ccc(CNC(=O)C2CC(=O)N(c3ccc(OCC(=O)N4CCCC4)cc3)C2)cc1 (configuration not stated)	i	i	i	i	i	10	i	0.0	i	i	i
Cc1cccc(-n2c(-c3csc(C)c3)n[nH]c2=S)c1	i	i	i	i	i	1	i	-0.7	i	i	i
COc1cc(/C=N/NC(=S)Nc2cccc(S(=O)(=O)N(C)C)c2)ccc1O	i	i	i	i	i	13	i	0.5	i	i	i
CCCN(CC(=O)Nc1ccccc1OC)C(=O)c1cccc(S(=O)(=O)Nc2ccc(OC)cc2)c1	i	i	i	i	i	2	i	-0.9	i	i	i
CCC(CC)c1nnc(NC(=O)Cc2ccccc2[N+](=O)[O-])s1	i	i	i	i	i	-2	i	-0.1	i	i	i
Cc1cc(C)c2c(=O)c(C#N)coc2c1	i	i	i	i	i	14	i	0.2	i	i	i
CN(CC(=O)Nc1cccc(F)c1)C(=O)/C=C/c1ccc(Br)s1	i	i	i	i	i	23	i	1.4	i	i	i
CCOc1ncccc1C(=O)N1CCN(C(c2ccccc2)c2ccccc2)CC1	i	i	i	i	i	13	i	-0.1	i	i	i
New compounds follow
SMILES	MrgX1 PAM	TRPC6 act	PolyA inhibitor	TRPC4 PAM	TRPC6 inhibitor	AI-2 QS modul	MrgX1 antag	HIF act	TRPC4 block	MrgX1 ag	TRPC4 agonist
CCc1noc(C)c1C(=O)OCC(=O)Nc1c(F)cccc1F	i	i	i	i	i	2	i	0.2	i	i	i
Cc1ccc(CCC(=O)Nc2ccc(C#N)cc2)o1	i	i	i	i	i	-80*	i	0.6	i	i	i
COC(=O)c1ccc(CSc2nc3sc4c(c3c(=O)n2C)CCCC4)o1	i	i	i	i	i	18	i	0.1	i	i	i
O=C(Nc1ccccn1)c1cccc(S(=O)(=O)N2CCCC2)c1	i	i	i	i	i	33	i	0.2	i	i	i
CCCCC(=O)N(CCOC)c1nnc(-c2ccccc2C)s1	i	i	i	i	i	16	i	-0.3	i	i	i
CCN(c1ccccc1)S(=O)(=O)c1ccc(Cl)c(NC(=O)Nc2ccc(Cl)cc2C#N)c1	i	i	i	i	i	20	i	-0.1	i	i	i
Cc1ccc(S(=O)(=O)NCCC(=O)N2CCCC(C)C2)cc1 (configuration not stated)	i	i	i	i	i	33	i	0.3	i	i	i
O=C(O)c1ccc(CN2C(=O)CSC2=S)cc1	i	i	i	i	i	7	i	-0.4	i	i	i
O=C(c1cccs1)N1CCC(c2nc3c(nnn3Cc3c(Cl)cccc3Cl)c(=O)[nH]2)CC1	i	i	i	i	-5.4*	11	i	-0.8	i	i	i
O=C1OC(Nc2ccc(Cl)cn2)c2ccccc21 (configuration not stated)	i	i	i	i	i	31	i	0.2	i	i	i
CCOC(=O)C1=C(N)Oc2ccc3ccccc3c2C1c1ccc(O)c(OC)c1 (configuration not stated)	i	i	i	i	i	67	i	1.2	i	i	i
Cc1cc(Br)c(S(=O)(=O)NCCN2CCOCC2)cc1C	i	i	i	i	i	24	i	-0.6	i	i	i
COc1ccccc1CN1CC(C(=O)N(CCO)Cc2cccs2)CCC1=O (configuration not stated)	i	i	i	i	i	17	i	0.4	i	i	i
O=C(Nc1ccccc1)N(CCc1nc2ccccc2[nH]1)C1CCCC1	i	i	i	i	i	8	i	0.4	i	i	i
Cc1ccc(NC(=O)CN(C)C(=O)Cn2cc(C(F)(F)F)ccc2=O)cc1	i	i	i	i	i	19	i	0.2	i	i	i
CC1CC(=O)c2cnc(NCC3CCCO3)nc2C1 (configuration not stated)	i	i	i	i	i	32	i	0.4	i	i	i
O=C(CCCn1c(=S)[nH]c2cc3c(cc2c1=O)OCO3)N1CCN(c2ccc(F)cc2)CC1	i	i	i	i	i	2	i	-0.4	i	i	i
Cc1ccc2c(c1)N(CCC(=O)NC1CC1)C(=O)C(C)O2 (configuration not stated)	i	i	i	i	i	31	i	-0.8	i	i	i
COc1ccc(C2C(C(=O)c3ccccc3)=C(C)Nc3nc4ccccc4n32)c(OC)c1 (configuration not stated)	i	i	i	i	i	9	i	-0.5	i	i	i
O=C(CSc1ncn[nH]1)Nc1nc(-c2ccccc2)ns1	i	i	i	i	i	27	i	0.7	i	i	i
Cc1noc(C)c1C(=O)NC(C)c1ccc(Cl)cc1Cl (configuration not stated)	i	i	i	i	i	25	i	-0.4	i	i	i
CCNC(=O)c1ccc(NS(=O)(=O)c2ccccc2)cc1	i	i	i	i	i	4	i	0.0	i	i	i
O=C(CSc1nc2ccccc2c(=O)[nH]1)c1ccc(O)cc1O	x	i	i	i	i	59	x	3.6	i	x	i
O=C(O)C1C2C=CC(C2)C1C(=O)NCCc1ccncc1 (configuration not stated)	i	i	i	i	i	19	i	0.2	i	i	i
Cc1ccc(-c2nn(CC(=O)Nc3cccnc3)c(=O)c3ccccc23)cc1	i	i	i	i	i	15	i	0.2	i	i	i
Following part
SMILES	MrgX1 PAM	TRPC6 act	PolyA inhibitor	TRPC4 PAM	TRPC6 inhibitor	AI-2 QS modul	MrgX1 antag	HIF act	TRPC4 block	MrgX1 ag	TRPC4 agonist
CC1=NN(c2nc(-c3ccc(C)cc3)cs2)C(=O)C1N=Nc1ccc(C(N)=O)cc1 (configuration not stated)	i	i	i	i	i	9	i	-6.2	i	i	i
NNc1cc([N+](=O)[O-])cc2c1C(=O)N(Cc1ccccc1)S2=O (configuration not stated)	i	i	i	i	i	1	i	0.1	i	i	i
Cc1ccc(NCc2n[nH]c(=S)n2-c2ccccc2)c(C)c1	i	i	i	i	i	19	i	-0.5	i	i	i
CC(NC(=O)COC(=O)c1ccc2ccccc2n1)C1CC2CCC1C2 (configuration not stated)	i	i	i	i	i	14	i	1.1	i	i	i
COc1cccc(NC(=S)N(CCCN2CCOCC2)Cc2cn(C)c3ccccc23)c1	i	i	i	i	i	36	i	351*	i	i	i
COc1ccccc1OCCNC(=O)c1cccc(S(=O)(=O)N2CCN(C)CC2)c1	i	i	i	i	i	7	i	-0.2	i	i	i
O=C1Nc2ccc(Br)cc2/C1=C/C1CC=CCC1 (configuration not stated)	i	i	i	i	i	5	i	0.1	i	i	i
COc1ccc(C2NC(=O)NC(c3ccccc3)=C2c2nc3ccccc3s2)cc1 (configuration not stated)	i	i	i	i	i	9	i	-1.2	i	i	i
Cn1cc(CN2C[C@]3(C)C[C@H]2CC(C)(C)C3)c(-c2ccc3c(c2)OCCO3)n1	i	i	i	i	i	6	i	0.4	i	i	i
CCOC(=O)CNC(=S)N(Cc1ccccc1)Cc1ccccc1F	i	i	i	i	i	11	i	-0.8	i	i	i
COc1cc2c(cc1NC(=O)c1cc(-c3ccncc3)nc3ccc(C)cc13)oc1ccccc12	i	i	i	i	i	-3	i	-0.1	i	i	i
CCCCNS(=O)(=O)c1ccc(NC(=O)C2CCCO2)cc1 (configuration not stated)	i	i	i	i	i	2	i	-0.2	i	i	i
O=C(O)CSCC(=O)N1CCN(c2nc3cc(Cl)ccc3s2)CC1	i	i	i	i	i	29	i	-1.6	i	i	i
N/C(Cc1ccc([N+](=O)[O-])cc1)=N\OC(=O)c1ccccc1F	i	i	i	i	i	-6	i	1.2	i	i	i

Compound activity deposited in PubChem by several laboratories.

These rows are one share of the data; rates above refer to the full screens.
